Assay outcomes: PubChem, several laboratories
GSK3A inh – blocks human GSK-3 alpha kinase; inhibition, % at 10 µM; ADP-Glo luminescence, 60 min; 320,000 tested, 0.1% active; P49840;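 in the data active means inhibition above about 50%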;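 further: GST-tagged GSK-3 alpha with peptide substrate and 25 µM ATP; 0% = DMSO neutral wells and 100% = GW8510 positive control wells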
Target sequence (P49840 whole entry, looked up): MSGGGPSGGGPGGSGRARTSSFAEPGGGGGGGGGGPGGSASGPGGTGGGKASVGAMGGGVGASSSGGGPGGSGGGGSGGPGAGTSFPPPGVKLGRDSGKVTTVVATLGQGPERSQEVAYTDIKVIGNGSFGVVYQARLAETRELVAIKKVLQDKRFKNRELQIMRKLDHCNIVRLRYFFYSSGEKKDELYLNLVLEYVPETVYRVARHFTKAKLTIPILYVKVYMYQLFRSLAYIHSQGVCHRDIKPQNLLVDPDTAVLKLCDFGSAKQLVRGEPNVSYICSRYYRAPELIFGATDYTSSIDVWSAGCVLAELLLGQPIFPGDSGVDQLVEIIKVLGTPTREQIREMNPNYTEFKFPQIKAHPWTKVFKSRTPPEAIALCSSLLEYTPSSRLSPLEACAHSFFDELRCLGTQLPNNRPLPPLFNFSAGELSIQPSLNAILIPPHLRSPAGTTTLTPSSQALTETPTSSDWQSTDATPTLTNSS
HDAC3 inh – blocks human histone deacetylase 3. O15379. recombinant HDAC3, fluorogenic peptide/trypsin coupled, fluorescence. inhibition, % at 8.3 µM. 320,000 tested, 0.15% active. AID 2718; in the data active means inhibition above about 26%, passing the limit was not always enough
Target sequence (O15379 whole entry, looked up): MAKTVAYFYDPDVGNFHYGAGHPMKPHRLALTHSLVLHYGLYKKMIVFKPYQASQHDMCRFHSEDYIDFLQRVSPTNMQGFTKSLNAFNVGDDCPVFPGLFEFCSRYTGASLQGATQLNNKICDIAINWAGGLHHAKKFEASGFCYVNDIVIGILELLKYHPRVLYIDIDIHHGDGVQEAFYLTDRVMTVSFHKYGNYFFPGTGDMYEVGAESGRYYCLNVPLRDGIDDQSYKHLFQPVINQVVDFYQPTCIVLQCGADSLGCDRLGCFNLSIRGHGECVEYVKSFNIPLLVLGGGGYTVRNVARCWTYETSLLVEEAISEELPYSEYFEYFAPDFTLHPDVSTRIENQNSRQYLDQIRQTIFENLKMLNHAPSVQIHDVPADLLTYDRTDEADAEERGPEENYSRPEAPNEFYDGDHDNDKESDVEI
KCNK3 inh – human KCNK3 channel inhibition, primary screen; B-score at 10 µM; CHO-KCNK3 thallium flux, FluxOR fluorescence; hits give low values; 340,000 tested, 0.84% active; AID 602410;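 active means B-score under library mean minus 4 SD, starting fluorescence ratio at most library mean plus 5 SD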;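 further: more negative B-score means stronger inhibition of thallium flux through KCNK3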
DYRK1A inh – Dyrk1A (rat) kinase inhibition. ADP-Glo luminescence, NFATc1 peptide. inhibition, % at 12.5 µM. 310,000 tested, 0.43% active. AID 504441; in the data active means inhibition above about 50%;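 further: plate controls were vehicle with enzyme for no effect and no enzyme for full effect; many of its hits are not listed in these tables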
* marks the source's active call; other numbers are inactive results; i = inactive. This is a subset; the hit share may differ from the screen's.

SMILES	GSK3A inh	HDAC3 inh	KCNK3 inh	DYRK1A inh
Cc1onc(-c2ccccc2)c1C(=O)NN1CCOCC1	-7	1	i	-2
CCCCNc1c(-c2ccc(Sc3ccc(OC)cc3)cc2)nc2cc(C)ccn12	1	-14	i	-1
CN(C)C(=O)COC(=O)c1cccc(S(=O)(=O)N2CC3(C)CC2CC(C)(C)C3)c1 (configuration not stated)	6	1	i	0
O=C(c1ccccc1)c1cccc(C(=O)c2ccccc2)c1	-8	-6	i	-6
COc1cc(CCCN2CCNC[C@@H]2c2ccccc2)cc(OC)c1OC	-3	-2	i	17
O=C(COC(=O)c1cccc(S(=O)(=O)N2CCOCC2)c1)Nc1ncc(Cl)cc1Cl	1	-2	i	-1
CN(CC(=O)Nc1cccc(F)c1)CC(=O)N1CCCCC1	-4	0	i	-4
CCN1C(=O)S/C(=C/c2c(OCc3ccc(C(=O)O)cc3)ccc3ccccc23)C1=O	0	-2	i	11
O=S(=O)(Nc1ccccc1F)c1cccc(NC(=S)NCCN2CCOCC2)c1	-2	4	i	3
CC(=O)OCC(=O)C1CCC2C3CC=C4CC(O)CCC4(C)C3CCC12C (configuration not stated)	0	1	i	18
C=CCN(C(=O)COC(=O)c1cc[n+]([O-])cc1)c1nc(-c2ccccc2)cs1	1	3	i	-1
COc1ccc(OCCOc2ccc(S(=O)(=O)N3CCCC3)cc2[N+](=O)[O-])cc1	-4	3	i	-2
O=C(CCC(=O)c1cccs1)NNC(=O)c1ccccc1Cl	2	0	i	7
COc1cccc(C2(C)NC(=O)N(CC(=O)Nc3ccc(N4CCOCC4)cc3)C2=O)c1 (configuration not stated)	0	3	i	4
CC(C)N1C(=O)C(=O)N(CC(=O)N(C)c2ccccc2)C1=O	-1	-6	i	4
Cc1cc(Cl)ccc1OCC(=O)OCC(=O)c1c(N)n(C)c(=O)n(C)c1=O	-3	7	i	1
CCC(=O)c1ccc(OCC(=O)OCC(=O)Nc2cccc(S(=O)(=O)N3CCCC3)c2)cc1	4	-2	i	-1
COc1ccc(S(=O)(=O)N2CCOCC2)cc1NC(=O)C1CC1	-2	-15	i	3
CCOC(=O)c1c(C)[nH]c(C(=O)OC/C(O)=C(\C#N)c2nc3ccccc3[nH]2)c1C	1	0	i	8
C=CC[C@H](CC(=O)NCCO)C(=O)N[C@H](COC(=O)[C@H](CC=C)CC(=O)OC(C)(C)C)Cc1c[nH]c2ccccc12	-2	5	i	5
C=C1CCN([C@H](C(=O)OCc2ccc(C)cc2)C(C)C)S(=O)(=O)c2ccccc21	-1	7	i	-1
COc1ccc(C2=NN(C(=O)COC(=O)c3ccc(S(C)(=O)=O)c([N+](=O)[O-])c3)C(c3ccco3)C2)cc1 (configuration not stated)	1	-1	i	0
O=C(NCc1cccs1)C1CC(=O)N(Cc2ccccc2)C1 (configuration not stated)	1	2	i	0
CCn1c(C)nc2cc(C(=O)NNC(=O)[C@@H](NC(=O)c3cc(OC)cc(OC)c3)C(C)C)ccc21	-2	0	i	-2
CCOC(=O)C1CCCN(C(=O)c2cn(C)c3ccc(S(=O)(=O)N4CCCC4)cc3c2=O)C1 (configuration not stated)	2	14	i	-4
Cc1ccccc1OCCC(=O)NNC(=O)c1ccccc1F	-1	0	i	4
CC(C)(C)OC(=O)C[C@H]1C/C=C\C[C@@H](CC(=O)N[C@@H](CO)Cc2ccccc2)C(=O)NC[C@@H](c2ccccc2)OC1=O	0	-30	i	5
COc1ccc(-c2nn(-c3ccccc3)cc2C(=O)NC(=S)N2CCOCC2)cc1OC	1	9	i	-3
CCc1cc(C(=O)N2CCN(S(=O)(=O)c3ccccc3F)CC2)sc1C	-1	1	i	0
O=C(NCC1CCCCC1)c1cc(S(=O)(=O)N2CCOCC2)ccc1F	-1	-1	i	-4
CCCCN(C(=O)CSc1nnc(-c2ccc(Cl)cc2)o1)c1c(N)n(CC(C)C)c(=O)[nH]c1=O	-1	-1	i	4
O=C(C[C@@H]1C/C=C\CCC(=O)O[C@H](c2ccccc2)CNC1=O)N[C@H](CO)Cc1ccccc1	-2	2	i	-9
COC(=O)c1c(NS(=O)(=O)c2ccc(C)cc2)sc2c1CCC(C)C2 (configuration not stated)	-24	1	i	2
Cc1ccc(NC(=O)c2ccccc2OCC(=O)Nc2ccccc2F)cc1S(=O)(=O)N(C)C	16	-7	-9.6*	-2
CCN(CC)S(=O)(=O)c1cc(C(=O)OC(C)C(=O)NCc2ccco2)ccc1C (configuration not stated)	0	0	i	6
CCOc1ccc([C@@H]2CC=C(C(=O)O)[C@H](c3ccc(Cl)cc3)N2S(=O)(=O)c2ccc(C)cc2)cc1	-6	-9	i	1
CCc1ccc(OCC(=O)OC(C)C(=O)Nc2ccc(Cl)cn2)cc1 (configuration not stated)	-1	-7	i	21
CCCN1C(=O)CC(=O)N=C1SCC(=O)Nc1ccccc1F	-2	2	i	6
CCOC(=O)N1CCN(c2c(NCCN(C)Cc3ccccc3)c(=O)c2=O)CC1	-2	8	i	0
CC(=O)Nc1ccc(S(=O)(=O)NCC(=O)OCC(=O)NCc2ccc3c(c2)OCO3)cc1	0	2	i	2

Part of the list above, with values ahead of the structure:
| GSK3A inh | HDAC3 inh | KCNK3 inh | DYRK1A inh | Molecule |
| --- | --- | --- | --- | --- |
| 2 | 14 | i | -4 | CCOC(=O)C1CCCN(C(=O)c2cn(C)c3ccc(S(=O)(=O)N4CCCC4)cc3c2=O)C1 (configuration not stated) |
| -1 | 0 | i | 4 | Cc1ccccc1OCCC(=O)NNC(=O)c1ccccc1F |
| 0 | -30 | i | 5 | CC(C)(C)OC(=O)C[C@H]1C/C=C\C[C@@H](CC(=O)N[C@@H](CO)Cc2ccccc2)C(=O)NC[C@@H](c2ccccc2)OC1=O |
| 1 | 9 | i | -3 | COc1ccc(-c2nn(-c3ccccc3)cc2C(=O)NC(=S)N2CCOCC2)cc1OC |
| -1 | 1 | i | 0 | CCc1cc(C(=O)N2CCN(S(=O)(=O)c3ccccc3F)CC2)sc1C |
| -1 | -1 | i | -4 | O=C(NCC1CCCCC1)c1cc(S(=O)(=O)N2CCOCC2)ccc1F |
| -1 | -1 | i | 4 | CCCCN(C(=O)CSc1nnc(-c2ccc(Cl)cc2)o1)c1c(N)n(CC(C)C)c(=O)[nH]c1=O |
| -2 | 2 | i | -9 | O=C(C[C@@H]1C/C=C\CCC(=O)O[C@H](c2ccccc2)CNC1=O)N[C@H](CO)Cc1ccccc1 |
| -24 | 1 | i | 2 | COC(=O)c1c(NS(=O)(=O)c2ccc(C)cc2)sc2c1CCC(C)C2 (configuration not stated) |
| 16 | -7 | -9.6* | -2 | Cc1ccc(NC(=O)c2ccccc2OCC(=O)Nc2ccccc2F)cc1S(=O)(=O)N(C)C |
| 0 | 0 | i | 6 | CCN(CC)S(=O)(=O)c1cc(C(=O)OC(C)C(=O)NCc2ccco2)ccc1C (configuration not stated) |
| -6 | -9 | i | 1 | CCOc1ccc([C@@H]2CC=C(C(=O)O)[C@H](c3ccc(Cl)cc3)N2S(=O)(=O)c2ccc(C)cc2)cc1 |
| -1 | -7 | i | 21 | CCc1ccc(OCC(=O)OC(C)C(=O)Nc2ccc(Cl)cn2)cc1 (configuration not stated) |
| -2 | 2 | i | 6 | CCCN1C(=O)CC(=O)N=C1SCC(=O)Nc1ccccc1F |
| -2 | 8 | i | 0 | CCOC(=O)N1CCN(c2c(NCCN(C)Cc3ccccc3)c(=O)c2=O)CC1 |
| 0 | 2 | i | 2 | CC(=O)Nc1ccc(S(=O)(=O)NCC(=O)OCC(=O)NCc2ccc3c(c2)OCO3)cc1 |

Remaining list, next part:
SMILES	GSK3A inh	HDAC3 inh	KCNK3 inh	DYRK1A inh
Cn1nc(C(=O)OCC(=O)Nc2ccc(Cl)cc2Cl)c2ccccc2c1=O	-1	1	i	0
COc1ccccc1C(=O)NCC(=O)NCCC(c1ccccc1)c1ccccc1	-1	8	i	6
O=C(O)c1cc(S(=O)(=O)NCC2COc3ccccc3O2)ccc1Cl (configuration not stated)	-2	-3	i	2
CCOc1ccc2oc(C(=O)OCC(=O)NC3CCCCC3)c(C)c2c1	-3	-2	i	6
CC(C)N(C(=O)[C@H]1CC(CC(=O)NCCc2ccccn2)C(=O)N2CCc3c([nH]c4ccccc34)[C@]12C)C(C)C (some centres not stated)	-3	-4	i	-1
COc1cccc(CNC(=O)CCC(=O)N2CCOCC2)c1	1	-4	i	-2
O=C(c1cc(C2CC2)nn1-c1ccccc1)N1CCN(S(=O)(=O)c2c(F)cccc2F)CC1	-3	5	i	-3
CCSC1=NSC2=NC(=O)/C(=C\c3coc4ccccc4c3=O)C(=N)N12	1	3	i	11
C=CC(C)(O)CCC=C(C)C (configuration not stated)	-1	-7	i	7
O=C(C1CCN(S(=O)(=O)c2ccc(Cl)cc2)CC1)N1CCN(c2ccccn2)CC1	22	-17	i	0
CCC(=O)N(Cc1cc(=O)[nH]c2ccccc12)c1cccc(C)c1	-2	3	i	1
Nc1ncnc2c1ncn2C1OC(C(=O)NC2CC2)C(O)C1O (configuration not stated)	9	1	i	17
CN1C(=O)N(CC(=O)N2CCN(S(=O)(=O)c3ccc(Cl)s3)CC2)C(=O)C12CCCCC2	3	-3	i	-2
CC(=O)c1ccc(NC(=O)COC(=O)/C=C/c2cccs2)cc1	10	1	i	2
COc1cccc(N2CCN(CC(=O)Nc3ccccc3C(=O)NCCc3ccccc3)CC2)c1	-2	14	i	5
CC1Cc2ccccc2N1C(=O)COC(=O)/C=C/c1ccc(F)cc1 (configuration not stated)	-1	8	i	1
O=C(CSC(=S)N1CCCC1)N(Cc1nnc(-c2ccccc2Cl)o1)C1CC1	-4	-1	i	0
CCCCN(C(=O)Cc1cccs1)c1nnc(-c2cccnc2)s1	2	11	i	-4
COc1ccc(OC)c(-c2csc(NC(=O)COC(=O)C3CC3)n2)c1	1	4	i	-1
C[C@H]1CN([C@@H](C)CO)C(=O)c2cc(NC(=O)C3CCCCC3)ccc2O[C@H]1CN(C)Cc1ccc(-c2ccccc2)cc1	4	12	i	6

Only DYRK1A inh (3 entries from above):
SMILES,DYRK1A inh
CCCCN(C(=O)CSc1nnc(-c2ccc(Cl)cc2)o1)c1c(N)n(CC(C)C)c(=O)[nH]c1=O,4
O=C(C[C@@H]1C/C=C\CCC(=O)O[C@H](c2ccccc2)CNC1=O)N[C@H](CO)Cc1ccccc1,-9
COC(=O)c1c(NS(=O)(=O)c2ccc(C)cc2)sc2c1CCC(C)C2 (configuration not stated),2

Other structures:
SMILES	GSK3A inh	HDAC3 inh	KCNK3 inh	DYRK1A inh
CCOC(=O)c1cccc(NC(=O)C2CCCN(S(=O)(=O)c3c(C)nn(C)c3C)C2)c1 (configuration not stated)	2	6	i	-3
Cn1c(N)c(C(=O)COC(=O)COc2ccc(Br)cc2)c(=O)n(C)c1=O	1	-11	i	5
C[C@H](OC(=O)NCc1ccc(C(F)(F)F)cc1)[C@@H]1O[C@@]2(C)CCC[C@@H]1O2	0	-8	i	16
C[C@H]1CN=C(N(C)C)N1CCCCc1ccccc1	-1	-1	i	9
Cn1nc(C(=O)Nc2cccc(C(F)(F)F)c2)ccc1=O	0	-1	i	-5
Cc1cc(C(=O)COC(=O)c2ccc(O)cc2O)c(C)n1-c1ccccc1	-1	13	i	-4
O=C(CSc1nc2ccccc2c(=O)n1-c1ccccc1Cl)NCC1CCCO1 (configuration not stated)	-3	9	i	3
CC(C)(C)[C@H]1COC(=O)[C@@H](Cc2ccc(F)cc2)CC/C=C/C[C@@H](CC(=O)N[C@H](CO)Cc2ccccc2)C(=O)N1	0	8	i	-2
CCN(CC)CCCCCCCCOC(=O)c1cc(OC)c(OC)c(OC)c1	-1	-2	i	8
Cc1ccc(NC(=O)c2oc3ccccc3c2COC(C)C)cc1S(=O)(=O)N1CCOCC1	-2	0	-9.4*	-2
Cc1nn(-c2ccccc2)c(C)c1C(=O)OC(C)C(=O)Nc1ccc(C(N)=O)cc1 (configuration not stated)	0	-1	i	1
COc1cccc(-c2ncc3ccccc3c2COC(=O)c2ccco2)c1	1	8	i	-13
Cc1ccc(S(=O)(=O)N[C@H](C(=O)OCC(=O)NC(=O)C2CCCCC2)C(C)C)cc1	-3	3	i	-3
CC(C)(C)OC(=O)N1CCCC(C(=O)Nc2ccc(C(=O)N3CCOCC3)cc2)C1 (configuration not stated)	-2	0	i	3
O=C(Cn1c(=O)cnc2ccccc21)Nc1cc(Cl)ccc1N1CCOCC1	0	4	i	1
CC(C(=O)Nc1ccc(S(=O)(=O)N2CCCC2)cc1)N(C)Cc1ccc(F)cc1 (configuration not stated)	-2	3	i	4
O=S(=O)(c1cc(F)ccc1F)N1CCN(c2ncnc3ccccc23)CC1	1	-2	i	-2
O=C(COC(=O)CNC(=O)c1ccccc1F)NC1CC1	0	16	i	-1
Fc1ccc2cnc(-c3ccccc3)c(-c3ccc(C(F)(F)F)cc3)c2c1	2	-1	i	-9
Cc1ccc(N=C2SC(C(=O)Nc3ccc(OC(F)(F)F)cc3)C(N)=C2C(=O)Nc2c(C)cc(C)cc2C)cc1 (configuration not stated)	1	21	i	-3
Cc1sc(NC(=S)NC(=O)CCc2ccccc2)c(C(N)=O)c1C	1	-5	i	3
CS(=O)(=O)c1ccc(C(=O)CN2C(=O)NC3(CCCc4ccccc43)C2=O)cc1 (configuration not stated)	1	-4	i	3
O=C(NC1CCC(O)CC1)c1ccc(NS(=O)(=O)c2cccc([N+](=O)[O-])c2)cc1 (configuration not stated)	-1	17	i	6
CCN(CC(=O)Nc1cc(S(=O)(=O)N2CCOCC2)ccc1Cl)Cc1ccccc1	-2	8	i	-1
CC(C)CN(C(=O)CN1C(=O)NC2(CCc3ccccc32)C1=O)C1CCS(=O)(=O)C1 (configuration not stated)	0	-4	i	-1
CN(C(=O)CSc1nc(-c2cccs2)nc2ccccc12)C1CCS(=O)(=O)C1 (configuration not stated)	-3	-13	i	3
